Bioassay records from PubChem.
HTRA1 inh: inhibitors of human serine peptidase HTRA1 | inhibition, % at 5.96 µM | recombinant HTRA1, FP-rhodamine activity-based probe, fluorescence polarization | 340,000 compounds, 0.5% hits | Q92743; in the data active = inhibition above about 36%;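 also: 0% = enzyme with DMSO and 100% = wells lacking enzyme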
Target sequence (Q92743 whole entry, looked up): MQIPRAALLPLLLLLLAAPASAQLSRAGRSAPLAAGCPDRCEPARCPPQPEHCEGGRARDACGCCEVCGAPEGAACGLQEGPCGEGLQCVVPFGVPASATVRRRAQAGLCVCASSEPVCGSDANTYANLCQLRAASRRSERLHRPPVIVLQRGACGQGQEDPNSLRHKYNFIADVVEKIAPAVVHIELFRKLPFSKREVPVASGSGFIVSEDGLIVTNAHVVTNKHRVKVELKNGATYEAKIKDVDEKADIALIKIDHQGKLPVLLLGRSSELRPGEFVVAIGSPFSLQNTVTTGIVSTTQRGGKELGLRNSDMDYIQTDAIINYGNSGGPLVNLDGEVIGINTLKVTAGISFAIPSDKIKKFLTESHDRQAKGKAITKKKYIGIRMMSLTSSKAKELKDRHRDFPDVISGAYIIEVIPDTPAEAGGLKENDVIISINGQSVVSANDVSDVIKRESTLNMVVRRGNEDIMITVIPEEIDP
rCAG RNA binder: molecules binding r(CAG) RNA repeats. 370,000 compounds, 1.3% hits. r(CAG) RNA repeat, TO-PRO-1 dye displacement fluorescence. inhibition, % at 3 µM;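 active = inhibition above the plate cutoff, the mean of all test compounds on that plate plus 3 SD, cut at about 35% in these data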;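 also: 0% = DMSO alone and 100% = 100 µM mitoxantrone as full dye displacement; higher means more dye released from RNA so lower well fluorescence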
PG9 binder: small molecules binding HIV-1 gp120 antibody PG9 | inhibition, % at 6.7 µM | TR-FRET gp120-PG9 antibody binding | 360,000 compounds, 0.43% hits | AID 624416; in the data active = inhibition above about 8.5%
SMARCA2 activ: SMARCA2 function activation, primary screen; AID 652017; activation, % at 9.1 µM; 370,000 compounds, 1% hits; MG213 cells, MMTV-luciferase reporter, dexamethasone, overnight; in the data active = activation above about 7.8%;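 also: 0% = vehicle wells and 100% = reference activator wells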
ABHD4 inh: ABHD4 (mouse) inhibition, primary FP screen | 370,000 compounds, 0.54% hits | purified mABHD4, FP-Rh probe fluorescence polarization | Q8VD66 | AID 720543 | inhibition, % at 8.92 µM;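 active = inhibition exceeding the mean over every tested compound plus 3 SD, cut at about 30% in these data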;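 also: 0% = plate median of compound wells and 100% = S159A mutant with DMSO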
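System: mouse ABHD4 enzyme, wild type / Medium: HEPES pH 7.0, NaCl, Pluronic buffer / Reagent: FP-Rh activity-based fluorescent probe / Control set: S159A mutant high control, sample median low control / Detection: fluorescence polarization with parallel and perpendicular emission, 525/598 nm / Schedule: 45 min + 60 min at 25 °C / Compound dosing: 8.92 µM, single dose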
ASAP1 inh: ASAP1 ArfGAP inhibition; Q9ULH1; ASAP1-stimulated ARF1 GTP hydrolysis, GDP FP detection; inhibition, % at 16.5 µM; 360,000 compounds, 0.19% hits; AID 624377; in the data active = inhibition above about 25%;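 also: 0% = vehicle with enzyme and substrate and 100% = no enzyme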
Target sequence (Q9ULH1 325-724 limits assumed): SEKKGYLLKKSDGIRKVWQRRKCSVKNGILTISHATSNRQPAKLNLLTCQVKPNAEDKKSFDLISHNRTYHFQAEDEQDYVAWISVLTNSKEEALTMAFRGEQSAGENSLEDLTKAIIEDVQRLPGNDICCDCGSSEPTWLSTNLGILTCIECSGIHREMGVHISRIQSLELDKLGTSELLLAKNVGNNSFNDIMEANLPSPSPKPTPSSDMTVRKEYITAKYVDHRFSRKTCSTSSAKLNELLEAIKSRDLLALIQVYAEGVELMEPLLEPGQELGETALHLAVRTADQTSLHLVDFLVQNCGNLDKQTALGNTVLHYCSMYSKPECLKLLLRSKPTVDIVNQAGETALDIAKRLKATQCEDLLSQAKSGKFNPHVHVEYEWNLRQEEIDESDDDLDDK
ARFGAP1 inhibitor: inhibits rat ARF GTPase activating protein 1; Q62848; Arfgap1-stimulated ARF1 GTP hydrolysis, GDP FP detection; inhibition, % at 16.5 µM; 360,000 compounds, 0.26% hits;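 active = inhibition above a per-plate limit, mean inhibition of low control wells plus 3 SD, cut at about 25% in these data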;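 also: 0% = DMSO wells with enzyme and 100% = wells lacking Arfgap1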
Target sequence (Q62848 1-136 limits assumed): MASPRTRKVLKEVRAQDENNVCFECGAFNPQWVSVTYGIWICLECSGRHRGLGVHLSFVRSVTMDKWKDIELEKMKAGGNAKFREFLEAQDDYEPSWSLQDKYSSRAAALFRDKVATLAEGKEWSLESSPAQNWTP
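Material: rat Arfgap1 catalytic domain, aa 1-136; also added: human ARF1(Δ1-17)-GTP substrate; compound dosing: one concentration, 16.5 µM, DMSO 1.26%; incubation: GTP hydrolysis reaction 2 h at 25 °C; measured by: Tracer-displacement fluorescence polarization with EDTA stop, 620/688 nm; evaluation: % inhibition from polarization; repeats: one replicate per compound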
NPR2 activator: GC-B (human) receptor activation. P20594. HEK293-GC-B cells, CNP EC30, cGMP TR-FRET; 0% at EC30 CNP, 100% saturating CNP. activation, % at 10 µM. 370,000 compounds, 0.11% hits;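 active = activation at 10 µM reaching about 35% in either raw or pattern-adjusted values, limit read from the data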
Rev-erbA mod: modulates human Rev-erb alpha binding to DNA; AID 1259318; Rev-erbα–FITC-DNA binding, fluorescence polarization, 90 min; activity, % at 10 µM; 370,000 compounds, 0.79% hits; P20393;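 active = activity above about 14%, limit read from the data; passing the limit was not always enough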;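 also: 0% = DMSO wells with 35 nM protein and 100% = DMSO wells with 750 nM protein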
NPR1 activator: GC-A (human) enzyme activation | activation, % at 10 µM | P16066 | 370,000 compounds, 0.14% hits | HEK293 GC-A cells, cGMP TR-FRET, EC30 ANP; 0% at EC30 ANP, 100% saturating ANP; in the data active = activation above about 40%
* hit, by the source's call; · = no result given.

SMILES	HTRA1 inh	rCAG RNA binder	PG9 binder	SMARCA2 activ	ABHD4 inh	ASAP1 inh	ARFGAP1 inhibitor	NPR2 activator	Rev-erbA mod	NPR1 activator
CCc1cc(C(=O)OC)c(NC(=O)CCCC(=O)O)s1	-6	5	-0.2	1	-2	2	-3	-7	4	2
CCCOc1c(Br)cc(C(N)=O)cc1OCC	-2	0	-2.0	-3	1	-6	-10	1	5	-1
C[C@H](CO)N1C[C@H](C)[C@@H](CN(C)C(=O)Nc2ccc3c(c2)OCCO3)OCc2cnnn2CCCC1=O	11	1	1.2	1	-4	-5	0	2	0	-1
CCOC(=O)C1CCCN(C(=O)c2ccc(N(C)C)cc2)CC1 (configuration not stated)	·	-2	-0.8	-1	3	10	1	1	2	-1
CC(C)CNc1nc(SCC(=O)Nc2ccccc2)nc(N2CCOCC2)n1	3	3	-0.6	0	-2	-6	4	-2	-5	-2
Cc1c(COc2ccc3ccccc3c2)nnn1CC(=O)NS(=O)(=O)c1ccccc1C(F)(F)F	·	70*	0.7	1	-12	-2	-5	4	8	1
CC(=O)C1=C(O)C(=O)N(c2ccc(Br)cc2)C1c1ccc(Cl)cc1 (configuration not stated)	-5	20	3.4	-1	-8	-26	0	-9	-2	5
O=C(Nc1ccncc1)C1c2ccccc2Oc2ccccc21	-7	3	-1.7	0	-2	-9	5	1	5	-3
COc1ccc(-n2c(SCC(=O)Nc3nccs3)nnc2-c2ccoc2C)cc1	-4	-5	-0.3	0	-3	4	7	-8	-1	-16
COCCn1c(SCC(=O)Nc2cccc(C)n2)nnc1-c1ccco1	0	-5	-1.4	-6	-4	-4	0	4	14	-2
COc1ccc(OC)c(/C=C2\SC(N3CCCCC3)=NC2=O)c1	0	-3	-3.9	8.0*	2	6	-7	3	4	6
CNC(=O)[C@H]1O[C@@H](n2cnc3c(NCc4cccc(I)c4)nc(Cl)nc32)[C@H](O)[C@@H]1O	-21	4	-1.5	-6	-21	0	7	2	2	2
CC1CCN(C(=S)NC(=O)c2ccccc2Br)CC1	4	1	-1.5	0	-7	12	-7	0	-6	-1
CCc1nn2c(=O)cc(CSc3nc(C)cc(=O)[nH]3)nc2s1	1	2	-0.2	1	1	-7	-5	2	-1	-3
CSc1ncc(-c2ccc(Cl)cc2)[nH]1	3	0	-1.3	3	-9	-2	17	-2	-1	0
O=C(NCC1CCCO1)c1ccc(Br)c(S(=O)(=O)N2CCOCC2)c1 (configuration not stated)	-2	0	-0.6	5	-5	7	7	0	1	0
O=C(CCc1nnc(CCCCc2ccccc2)o1)NCCN1CCCCC1=O	3	-7	-1.3	2	-2	-3	6	7	4	-3
CCN(CC)CC(=O)Nc1ccc(-c2nc3cc(NC(=O)CN(CC)CC)ccc3o2)cc1	1	-4	-0.1	0	3	-9	7	-1	-6	-2
Cc1sc(NC(=O)c2cccc(N3C(=O)CCC3=O)c2)nc1-c1ccccc1	-21	9	0.2	-1	-12	13	1	-7	-3	77*
NC(=O)COC(=O)c1ccccc1OCc1ccccc1Cl	-5	-1	1.0	0	5	7	4	·	·	·
Cc1ccccc1NC(=O)CCC(=O)N/N=C/c1cc([N+](=O)[O-])ccc1O	2	6	-4.5	-1	6	-3	2	3	2	0
CC(C)(O)C#Cc1ccc(CN2CCN(C3CCCC3)C(CCO)C2)cc1 (configuration not stated)	3	-8	0.6	-6	-7	8	-4	1	-1	1
CCOc1cc(CN2CCN(c3cccc(C(F)(F)F)c3)CC2)ccc1O	-12	-4	-1.0	-2	1	5	16	0	3	3
COc1cc(C(=O)Nc2nnc(Cc3ccccc3)s2)cc(OC)c1OC	-9	-3	-1.7	-2	-9	-17	6	0	2	-4
Cc1ccc(S(=O)(=O)N2CCC(C(=O)Nc3ccncc3)CC2)cc1	-6	-4	-1.0	-1	-6	-8	12	-3	2	0
Cc1nn(-c2ccccc2)c(N2CCCC2)c1/C=N/NC(=O)c1cc(-c2ccccn2)nc2ccccc12	-23	15	-0.2	1	3	2	20	7	1	-1
O=C(c1ccncc1)N1CC[C@H]2[C@H](CCCN2Cc2cc(F)cc(F)c2)C1	·	1	·	-2	-1	·	·	2	-2	2
Cc1ccc(-c2nc(CN(C)C3CCOCC3)c(C)o2)s1	3	-6	-1.9	3	-11	2	3	-1	1	-5
O=C(CSc1cn(Cc2ccccc2)c2ccccc12)NCc1ccc(F)cc1	-2	2	-0.7	0	-4	-8	1	-10	-3	-17
O=C(Cn1cnc2ccccc21)c1ccc(Br)cc1	-30	4	1.4	0	1	-17	-7	-5	-5	-4
CO/N=C\CC(=O)Nc1ccc(Oc2ccccc2)cc1	-29	0	-0.2	1	-13	-1	3	8	-3	-5
COc1ccc(NC(=O)CSc2nnc3n2CCCCC3)cc1S(=O)(=O)N1CCOCC1	7	5	-1.4	-2	8	-7	-9	-3	0	5
COc1ccc(C(=O)C(=O)c2ccc(OCCO)cc2)cc1	-10	6	4.0	1	-7	6	1	6	10	-2
CN1CCCc2cc(C#N)c(=O)[nH]c21	1	1	2.0	0	3	-7	2	-1	1	-2
O=C(CSc1nncn1-c1ccccn1)Nc1ccccc1Cl	3	-3	0.8	-1	3	-6	-8	-1	2	-3
COc1ccccc1C(=O)Nc1ccnn1C1CCN(C/C=C/c2ccc(F)cc2)CC1	-16	-9	-1.6	-1	3	-2	8	-8	-4	-9
CCCN(CCC)CC(O)CN(c1ccccc1)S(=O)(=O)c1ccc(C)cc1 (configuration not stated)	-1	-8	-1.7	-3	-2	6	-4	-6	-1	-1
CSc1ccc(S(=O)(=O)NCCSC(C)(C)C)cc1	0	-2	-4.3	-2	0	3	2	-1	-1	-2
COc1ccc(C(C(=O)NC2CCCC2)N(C(=O)c2ccoc2C)c2cc(C)cc(C)c2)cc1 (configuration not stated)	-6	-5	-0.8	-1	3	-9	7	-7	1	-27
O=C(N/N=C/c1cc(Br)c(O)c(Br)c1O)c1cccnc1	20	4	-14	-2	26	1	4	5	-12	-2
CC(=O)Nc1cncc(-c2cccc(C(=O)N3CCOCC3)c2)n1	·	0	-1.2	-1	-1	5	7	2	4	2
COc1ccc(C2/C(=C(\O)c3ccc4c(c3)OCCO4)C(=O)C(=O)N2c2nc(C)c(C(C)=O)s2)cc1 (configuration not stated)	2	20	-0.3	-2	-6	6	0	-7	5	-5
COc1ccc(NC(=O)CN2C(=O)c3cccc4cccc2c34)cc1OC	4	2	-1.9	-5	-5	7	-3	-4	-10	0
C=C(C)C(=O)Oc1ccc(N=Nc2ccc(C)cc2)ccc1=O	·	28	-1.6	19*	50*	-7	-3	-3	13	27
COC(=O)CCS(=O)(=O)c1cc(Cl)ccc1Cl	-5	-1	0.5	-2	8	-6	-9	0	0	-1
O=C(Nc1cccn(Cc2c(Cl)cccc2Cl)c1=O)c1ccc(Cl)cc1Cl	-40	4	0.6	-3	1	0	-2	-1	0	4
O=C(NCc1ccco1)c1cc(-c2cccnc2)nc2ccc(Cl)cc12	-23	5	-0.3	3	-17	8	2	-5	2	-1
OC(CN1CCOCC1)c1ccc(F)cc1 (configuration not stated)	5	-4	-2.5	1	13	5	14	-2	2	2
COC(=O)NCC12CC3CC(C1)CC(CNC(=O)OC)(C3)C2	-8	-2	0.8	-1	4	1	5	3	4	0
O=C(OCc1ccccc1)N1CCOCCN(C(=O)OCc2ccccc2)CCOCC1	-6	-11	-0.9	-1	7	14	4	2	0	-4
CCC(C)NC(=O)CN(c1ccc2c(c1)OCO2)S(=O)(=O)c1c(C)n[nH]c1C (configuration not stated)	4	1	-1.3	0	9	5	-5	-13	-4	2
COc1ccc(C2=NO[C@@H]3C(=O)N(c4cccc(C)c4C)C(=O)[C@H]23)cc1OC	3	2	-1.3	-2	4	5	2	7	5	4
CCN(CC(=O)NCc1ccc(F)cc1)C(=O)c1ccc(C)o1	0	1	0.9	0	0	8	-8	-1	-4	-2
O=C1CSc2ccc(C(=O)O)cc2N1	-3	-1	-2.8	1	6	22	-5	-2	4	0
CN=C(C)/C(C(=O)OC)=C(/O)c1ccc(Cl)cc1Cl	-2	-2	-2.8	1	-2	0	-7	1	2	4
O=C(CCC(=O)N(CC(=O)NC1CCCCC1)Cc1ccco1)Nc1nccs1	3	-8	-0.3	-1	4	3	11	2	-3	1
O=S(=O)(c1ccc(F)cc1)N1CCc2ccccc21	0	-2	-0.4	2	-14	6	-7	2	1	-5
COC(=O)CC1Oc2ccccc2N(Cc2ccc(C)cc2)C1=O (configuration not stated)	-11	1	-2.4	1	0	1	-6	-2	2	2
CCCCC(=O)OCC(=O)c1ccc(OCC)cc1	-4	-5	-0.1	2	4	7	11	2	2	5
CCc1nnc(NC(=O)CN2CCN(Cc3ccccc3C)CC2)s1	5	-5	-0.1	-1	-4	6	-2	2	0	-2

More results.
SMILES	HTRA1 inh	rCAG RNA binder	PG9 binder	SMARCA2 activ	ABHD4 inh	ASAP1 inh	ARFGAP1 inhibitor	NPR2 activator	Rev-erbA mod	NPR1 activator
CC1=C(C#N)C(c2cccnc2)C2=C(CCCC2=O)N1 (configuration not stated)	5	-1	-2.3	1	4	3	-8	5	-6	1
C=CCOC(=O)CN1C(=O)c2ccccc2C1=O	10	2	0.1	-4	-2	-2	-2	0	-1	2
CCOc1ccccc1OCCN1CCC(Cc2ccccc2)CC1	9	-3	-0.9	3	-9	-1	-2	-2	1	3
Cc1ccc(-c2cc(C(=O)NCC3(N(C)C)CCCCC3)c3ccccc3n2)o1	1	2	3.4	1	2	6	1	-3	1	2
CC(C)CC(=O)NC(=S)Nc1ccc(NC(=O)c2ccco2)cc1	-6	2	-0.6	-2	-2	-4	8	-4	0	6
Cc1ccccc1-n1nc(C)c2cc(C(=O)NC3CC3)sc21	2	-4	-1.8	-5	-7	6	-9	13	4	0
O=C(NCC1COc2ccccc2O1)c1cccc(S(=O)(=O)N2CCCCC2)c1 (configuration not stated)	-1	2	-1.3	-4	-7	5	-2	3	8	-2
O=C(NCCS(=O)(=O)N1CCN(c2ccccc2)CC1)C1CCCCC1	2	2	-12	-1	4	-7	-12	3	0	1
O=C(NCCc1ccc2c(c1)OCCO2)c1cc2ccccc2o1	-4	-1	-2.6	-5	-18	12	13	1	5	-3
CCCCCCC[C@@H](C/C=C/CCC(=O)O)OC	-2	9	0.5	-2	8	3	1	4	4	5
COc1ccc(NC(=O)CSCC(=O)N(C)Cc2c(F)cccc2Cl)cc1	-4	-6	0.6	-2	1	-18	15	5	0	-3
